Source: PubChem BioAssay (NCI)
All columns: NCI-60 one-dose screen, growth in % after 48 h at 10 µM unless noted; 100 = growth as untreated, 0 = no growth, -100 = all killed.
SR = SR leukemia cells | 73,000 tested, 8.7% active
MDA-MB-231 = MDA-MB-231 breast cancer; AID 1794789; 81,000 tested, 5% active
MDA-MB-435 = MDA-MB-435 melanoma | 82,000 tested, 7.8% active
RPMI-8226 = RPMI-8226 leukemia cells | 77,000 tested, 7.5% active
MOLT-4 = MOLT-4 leukemia cells; 80,000 tested, 6.9% active
CCRF-CEM = CCRF-CEM leukemia. 77,000 tested, 7% active. AID 1794778
K-562 = K-562 leukemia | 78,000 tested, 7.4% active
MDA-MB-468 = MDA-MB-468 breast cancer; 78,000 tested, 8.5% active
* hit, by the source's call; . = not tested or not shown; & = joins results of further samples. Rule for the calls: active = growth percent below 10; inactive = the rest.

canonical_smiles	SR	MDA-MB-231	MDA-MB-435	RPMI-8226	MOLT-4	CCRF-CEM	K-562	MDA-MB-468
O[N+]1=CC=CCC1=S.On1ccccc1=S.[Zn]	-4.3*	-81*	-83*	-33*	-36*	-35*	-18*	-76*
Cc1nc(C)c(F)c(=O)[nH]1	104	109	100	91	105	91	99	102
O=C(NNC(=S)Nc1ccccc1)c1cc2ccc1CCc1ccc(cc1)CC2	78	77	70	46	57	34	43	67
C/C(=N\NC(=O)c1ccncc1)c1cccc(Cl)c1	.	.	107	99	.	110	.	109
CN1C(=O)C(Nc2ccc(C(=O)Nc3ccc(Cl)cc3)cc2)=C(c2ccccc2)C1=O	46	67	81	68	45	71	49	83
CCCCOc1ccc(C(=O)OCCNCC(C)C)cc1N	123	102	105	116	110	124	117	84
CCOC(C)C(Nc1ccc(C(=O)O)cc1)C(=O)Nc1ccc(C(=O)O)cc1 (configuration not stated)	99	108	101	114	111	119	97	108
COc1ccc(C(=O)NC(c2ccc(Cl)cc2Cl)c2cc(Cl)c3cccnc3c2O)cc1 (configuration not stated)	80	102	105	86	80	92	81	102
COC(=O)c1ccc(NC(=O)c2ccc(-c3cccc(N)c3)o2)cc1	96	105	100	95	95	95	99	102
CCN1C(=O)N(CC)C2C1NN=C1SC3(C(=O)N12)C(c1ccccc1F)CN(C)C31C(=O)Nc2ccccc21 (configuration not stated)	101	107	94	101	95	96	84	112
Cc1ccc(C(C)(N=[N+]=[N-])c2ccccc2)cc1C (configuration not stated)	84	97	112	101	83	104	97	104
COc1cc(-c2nc(-c3ccccc3)c(-c3ccccc3)[nH]2)ccc1OC1CCCC1	.	27	77	44	44	43	44	48

Entries of single compounds as entered above.
O=C(NNC(=S)Nc1ccccc1)c1cc2ccc1CCc1ccc(cc1)CC2 reads SR = 78; MDA-MB-231 = 77; MDA-MB-435 = 70; RPMI-8226 = 46; MOLT-4 = 57; CCRF-CEM = 34; K-562 = 43; MDA-MB-468 = 67
CN1C(=O)C(Nc2ccc(C(=O)Nc3ccc(Cl)cc3)cc2)=C(c2ccccc2)C1=O reads SR = 46; MDA-MB-231 = 67; MDA-MB-435 = 81; RPMI-8226 = 68; MOLT-4 = 45; CCRF-CEM = 71; K-562 = 49; MDA-MB-468 = 83
C/C(=N\NC(=O)c1ccncc1)c1cccc(Cl)c1 reads SR = .; MDA-MB-231 = .; MDA-MB-435 = 107; RPMI-8226 = 99; MOLT-4 = .; CCRF-CEM = 110; K-562 = .; MDA-MB-468 = 109

New compounds follow:
canonical_smiles	SR	MDA-MB-231	MDA-MB-435	RPMI-8226	MOLT-4	CCRF-CEM	K-562	MDA-MB-468
NCC1=C(c2ccccc2)Nc2ncc(-c3ccc(Br)cc3)n2C1O (configuration not stated)	84	95	101	100	92	101	90	119
COc1ccc(Cl)cc1NC(=O)C(Br)C(Br)C(=O)O (configuration not stated)	.	46	34	12	17	.	-27*	-79*
O=c1c2ccccc2[nH]n1Cc1ccc2c(c1)OCO2	115	114	105	90	97	96	96	94
c1ccc(CC(c2ccccc2)c2ccccc2)cc1	.	105	110	101	.	91	.	111
NC(N)=NCCCCNCCCN=C(N)N	95	109	100	105	104	92	109	101
C=C1CC[C@@H]2C(C)(C)[C@H](O)CC[C@@]2(C)[C@@H]1COc1ccc2ccc(=O)oc2c1	85	84	64	6.6*	32	26	42	44
Cc1ccc(-c2onc3ccc(C(=O)Nc4cccc(C(F)(F)F)c4)cc23)cc1	91	90	100	67	83	92	83	87
CCCCCCCCCCCCCCCCOc1ccc(S(=O)(=O)NC2CCCCC2)cc1[N+](=O)[O-]	80	107	101	107	88	105	97	100
COc1cc(-c2nn(-c3ccc(NC(=O)Nc4ccc(Cl)c(C(F)(F)F)c4)cc3)cc2-c2ccncc2)ccc1Cl	-1.8*	7.8*	4.0*	.	1.8*	.	13	-13*
CCCCNC(=S)Nc1ccc(OCc2nc3ccccc3[nH]2)cc1	54	65	50	59	35	34	29	70
NS(=O)(=O)c1ccc(N/N=C(\CS(=O)(=O)c2ccccc2)c2cc3ccccc3o2)cc1	106	99	103	99	119	109	102	100
COc1cc(-c2nc(SC(C)C)[nH]c(=O)c2C#N)ccc1OCc1ccccc1	95	97	95	90	103	104	97	97
N=c1sc(Cc2ccc(F)cc2)cn1CC(=O)c1ccc(F)cc1	76	88	43	72	73	72	29	65
CC1=CC2=NC(=O)C(c3ccccc3)C(=O)N2C=C1 (configuration not stated)	93&116	119&103	104&107	111&118	99&104	96&109	122	112&102
NC(=O)N/N=C\c1c[nH]c2ccccc12	118	98	116	105	114	109	100	111
O=C(Nc1ccc([N+](=O)[O-])cc1)Nc1ccc2c(ccn2C(=O)c2cccc(F)c2)c1	42	77	72	20	22	14	20	46
CO[C@H](/C(C)=C/C=C\[C@@H]1C(C)=C[C@@H]2C[C@H](O)CC(=O)[C@@H]2[C@H]1/C=C(C)/C=C/[C@@H](C)NC(=O)[C@H](C)C/C=C/C[C@@H](O)Cc1ccc(O)cc1)[C@@H](C)C(=O)O	112	114	103	97	86	104	91	97
O=Nc1c2cccnc2n2nnc3ccc(Cl)cc3c12	.	14	70	-63*	-54*	-61*	.	-69*
CN(C)CC(=O)C(C#N)c1ccccc1 (configuration not stated)	74	104	103	128	82	112	91	111
COc1cc2cc(/C=C/C(=O)c3ccc(Nc4nccc(-c5ccc6ccccc6c5)n4)cc3)c(=O)[nH]c2cc1OC	84	97	97	93	81	82	106	101
CCCC1(C=O)NC(=O)N(C)C1=O (configuration not stated)	106	110	106	112	101	116	107	112
Cc1ccc(Cl)cc1Nc1nc(C(F)(F)F)ccc1C(=O)N/N=C/c1cccnc1	-5.7*	33	39	21	3.8*	11	7.7*	.
NS(=O)(=O)c1ccc(NCc2coc3ccccc3c2=O)cc1	92	102	104	99	.	.	92	100
CC(=O)c1ccc2c(c1)N(CCCN1CCC(CCO)CC1)c1ccccc1S2	47	79	95	99	69	96	77	88

(further entries)
Results follow in this order: SR | MDA-MB-231 | MDA-MB-435 | RPMI-8226 | MOLT-4 | CCRF-CEM | K-562 | MDA-MB-468
> CCCCCCCCCCCC(O)C(C)(C)C (configuration not stated)
    73 | 122 | 111 | 97 | 86 | 109 | 82 | 125
> Nc1ccc(Br)cc1[N+](=O)[O-]
    101 | 97 | 106 | 102 | 99 | 96 | 108 | 106
> CCCCCCC1N=C(N)N=C(N)N1c1ccc(Cl)cc1 (configuration not stated)
    57 | 89 | 28 | 77 | 51 | 69 | 23 | .
> O=c1oc2ccccc2cc1Cl
    88 | 108 | 103 | 104 | 98 | 101 | 102 | 97
> O=C(Nc1ccc(F)cc1)OCCOc1ccc(Br)cc1
    103 | 112 | 105 | 104 | 70 | 131 | 80 | 94
> Nc1ccc(-c2ccc(N)c(Br)c2)cc1Br
    21 | 52 | 1.8* | 29 | 27 | 20 | 22 | 20
> Cn1c(=O)c2c(nc(N3CCCCC3)n2C)n(C)c1=O
    103 | 104 | 97 | . | 108 | 100 | 98 | .
> COc1ccc(NC(=O)N2NC(c3ccc(Cl)cc3)C=C2c2ccccc2)cc1 (configuration not stated)
    87 | 121 | 101 | 96 | 89 | 43 | 99 | 103
> O=c1cc(I)[nH]c(=O)[nH]1
    107 | 94 | 98 | 111 | 106 | 100 | 110 | 90
> Cc1cccc2c1S/C(=C/c1ccc(F)cc1)C2=O
    95 | 88 | . | . | 99 | 103 | 86 | 99
> COc1ccc2c(c1)c(-c1nnc(N)nc1-c1c[nH]c3ccc(F)cc13)cn2C
    13 | 74 | 3.4* | 28 | 26 | 22 | 12 | 2.8*
> CCOC(=O)c1c(NC(=S)Nc2ccccc2)sc2c1CCC(=O)C2
    20 | 106 | 97 | 56 | 45 | 35 | 22 | 74
> CN(C)CSC1=NCCS1
    94 | 94 | 90 | 145 | 184 | . | 117 | 91
> COc1ccc(/C=C/c2n(Cc3ccc4ccccc4c3)c3ccccc3[n+]2Cc2ccc3ccccc3c2)cc1
    -35* | -86* | -91* | -48* | -2.7* | -24* | 1.1* | -84*
> CN(C)c1ccc(/C=C(/C(=O)c2ccccc2)c2ccccc2)cc1
    80 | 105 | 101 | 80 | 71 | 82 | 94 | 94
> Oc1ccc(O)c(O)c1
    85 | 101 | 113 | 106 | 93 | 102 | 99 | 120
> CC(=O)N1CCC([C@@]23C[C@@H](OC(=O)CO)[C@@](C)(O2)[C@@H]2CCC(C)=C2[C@@H]3OC(=O)/C=C/c2ccccc2)CC1
    106 | 109 | 103 | 101 | 101 | 105 | 100 | 100
> CS(=O)(=O)c1ccc(C(=O)N2N=C(c3ccccc3)CC2c2ccccc2O)cc1 (configuration not stated)
    70 | 68 | 103 | 84 | 38 | 60 | 65 | 83
> CCCC1(/C=N/NC(N)=S)NC(=O)NC1=O (configuration not stated)
    100 | 104 | 106 | 113 | 99 | 99 | 100 | 93
> O=C(CCSCCC(=O)N/N=C/c1ccccc1O)N/N=C\c1ccccc1O
    92 | 80 | . | . | 87 | 64 | 98 | 116
> C/C(=N\NC(=O)c1ccncc1)c1ccc(Cl)cc1
    . | 126 | 115 | 121 | 100 | 115 | 114 | 123
> NS(=O)(=O)c1nc(Cl)c2[nH]cnc2n1
    83 | 91 | 115 | . | 98 | . | 80 | 128
> O=S(=O)(O)c1cccc2cccc(O)c12
    110 | 121 | 117 | 99 | 107 | 106 | 120 | 124
> CC(=O)NNc1ccc([N+](=O)[O-])cc1
    107 | 123 | 106 | 109 | 94 | 104 | 103 | 108
> COc1ccc(/C=N/NC(=O)c2c(Nc3ccccc3)nn(C)c2N)cc1OC
    99 | 112 | 104 | 101 | 103 | 97 | 99 | 98
> Clc1ccnc(SCc2ccccc2)n1
    88 | 100 | 99 | 86 | 92 | 88 | 99 | 92
> NC(=O)c1cccc(-n2ccc3cc(NC(=O)Nc4ccc(Cl)c(C(F)(F)F)c4)ccc32)n1
    91 | 76 | 75 | 70 | 52 | 63 | 59 | 47
> Cc1cn(C2CC(O)C(CO)O2)c(=O)n(CCCc2ccccc2)c1=O (configuration not stated)
    98 | 105 | 111 | 105 | 96 | 98 | 106 | 106
> O=C(CSc1nnc(-c2ccc(Cl)cc2)o1)c1ccccc1
    94 | 95 | 109 | 96 | 104 | 94 | 102 | 97
> O=C(Nc1cccc2ccccc12)c1ccccc1O
    72 | 69 | 74 | 59 | 85 | 96 | 71 | 75
> COc1ccc(C(=O)C2=Cc3cc4ccccc4n3Cc3cnnn32)cc1
    90 | 100 | 99 | 82 | 81 | 82 | 90 | 100
> CC1=NN(c2ccccc2C)C(=O)C1
    166 | 106 | 110 | 97 | 125 | . | 124 | 117
> CC(O)(c1ccc(Cl)cc1)c1ccccn1 (configuration not stated)
    101 | 94 | 102 | 90 | 93 | 76 | 103 | 92
> COc1ccc(C(=O)C/C(=C\c2ccc(Cl)cc2)C(=O)NCc2ccccc2)cc1
    60 | 81 | 69 | 76 | 73 | 73 | 62 | 70
> COc1ccc(N=C2c3ccccc3-c3ccc([N+](=O)[O-])cc32)cc1
    89 | 94 | 92 | 84 | 88 | 73 | 86 | 79
> COc1ccc(C2CC(c3ccc(N)cc3)=NN2c2ccccc2)cc1OC (configuration not stated)
    67 | 109 | 110 | 90 | 79 | 91 | 66 | 98
> CC(=O)N1N=C(c2cc3ccccc3oc2=O)CC1c1cn(-c2ccccc2)nc1-c1ccccc1 (configuration not stated)
    109 | 104 | 105 | 105 | 108 | 101 | 107 | 108
> CCN(CC)CCNC(=O)Nc1ccc(Oc2ncnn3cc(C(C)(C)O)c(C)c23)cc1Cl
    96 | 92 | 98 | 114 | 108 | 112 | 89 | 92
> COc1cc2cncc(Cc3ccccc3)c2cc1O
    113 | 111 | 106 | 102 | 102 | 109 | 97 | 114
> Cc1ccc(-c2ccc(Nc3ccccc3)nn2)cc1S(N)(=O)=O
    24 | 89 | 8.3* | 86 | 62 | . | 21 | 64
> C[C@@]1(CCC#N)[C@H]2CC[C@@H]3[C@H]4[C@H](C(=O)/C=C/c5cccnc5)CC[C@]4(C#N)CC[C@@]3(C)[C@]2(C)CC[C@H]1C(=O)/C=C/c1cccnc1
    13 | 93 | 34 | -2.9* | 12 | . | 23 | 58
> COc1cccc(-c2nn(C(C)(C)C)cc2-c2ccnc(NCCCNS(=O)(=O)c3ccc(C(F)(F)F)cc3)c2)c1
    . | 105 | 101 | 101 | 97 | 103 | 89 | 103
> O=c1[nH]c(=O)c2cc(Cl)cc(Cl)c2[nH]1
    94 | 107 | 113 | 104 | 96 | 100 | 106 | 112
> C/C(=N/NC(=O)c1sc(=S)n(C)c1N)c1cc2cc(Br)ccc2o1
    73 | 67 | 86 | 87 | 53 | 83 | 33 | .
> Nc1nc(N)c2c(n1)NC(c1cccc(Nc3ccnc4cc(C(F)(F)F)ccc34)c1)CC(c1ccc(F)cc1)=N2 (configuration not stated)
    -7.7* | 45 | -25* | 3.0* | 2.7* | 25 | 9.2* | 18
> CN(CC1CCN(Cc2ccccc2)CC1)C(=O)c1cn(Cc2ccccc2Cl)nn1
    99 | 101 | 102 | 100 | 99 | 96 | 93 | 105
> c1ccc2c(c1)nc(-c1ccncc1)c1cccn12
    116 | 119 | 111 | 98 | 113 | 91 | 103 | 114
> CCCCCOC(=O)c1ccc(NC(=O)CN(CC)CC)cc1
    84 | 67 | 102 | 81 | 85 | 72 | 84 | 96
> O=C(C(=O)N1CCOCC1)c1cn(CCCn2cc(C(=O)C(=O)N3CCOCC3)c3ccccc32)c2ccccc12
    103 | 93 | 111 | . | 104 | -13* | 111 | 109
> CC1=C(C(=O)OCc2ccccc2)C(c2cccc3ccccc23)n2c(nc3ccccc32)N1 (configuration not stated)
    19 | 38 | -46* | 15 | 32 | 26 | 12 | -42*
> COc1ccc(CCOc2cc3c(cc2OC)CCN(C(=O)NCc2cocn2)C3c2ccc(C)cc2C)cc1 (configuration not stated)
    5.4* | 20 | 8.7* | 7.0* | 22 | 26 | 10 | 3.9*
> Cc1ccc[n+](CC[n+]2cccc(C)c2)c1
    114 | 108 | 105 | 102 | 96 | 97 | 97 | 100
> O=C(CCCCCC/C=C\c1csc(Br)n1)NO
    51 | 98 | 84 | 54 | 64 | 53 | 50 | 85

Random draw from the library; any-hit rate near 16%.
